Assay outcomes (PubChem BioAssay)
FLuc inh = Firefly luciferase inhibition profiling of diverse chemical library using quantitative high-throughput screening; purified P. pyralis luciferase, luminescence, biochemical; Potency, µM (series often up to 115 µM), without a hit: at the highest dose activity change, negative = inhibition, hits mostly inhibitors; actives 2.5% (n = 76,000); note: potency is the fitted concentration of half-maximal effect; nearly all actives have a fitted effect of over 65% in size
Target sequence (P08659 whole entry, looked up): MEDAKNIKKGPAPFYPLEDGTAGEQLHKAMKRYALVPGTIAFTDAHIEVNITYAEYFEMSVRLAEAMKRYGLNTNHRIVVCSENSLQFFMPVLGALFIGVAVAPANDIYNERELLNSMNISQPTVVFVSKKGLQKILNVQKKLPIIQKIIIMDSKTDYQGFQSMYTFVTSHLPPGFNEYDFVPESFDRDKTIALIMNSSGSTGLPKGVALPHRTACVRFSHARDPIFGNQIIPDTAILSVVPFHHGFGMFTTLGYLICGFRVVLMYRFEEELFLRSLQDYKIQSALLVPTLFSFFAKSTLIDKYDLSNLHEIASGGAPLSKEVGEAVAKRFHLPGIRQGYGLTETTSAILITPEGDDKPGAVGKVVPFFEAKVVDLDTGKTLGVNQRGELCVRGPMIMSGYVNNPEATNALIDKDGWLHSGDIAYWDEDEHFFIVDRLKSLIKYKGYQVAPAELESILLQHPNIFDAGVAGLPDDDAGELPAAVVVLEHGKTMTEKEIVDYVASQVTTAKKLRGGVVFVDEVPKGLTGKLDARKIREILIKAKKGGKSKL
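Purified 10nM P. pyralis luciferase with 10uM D-luciferin and 10uM ATP in 50mM Tris acetate pH 7.5, 10mM Mg acetate, 0.01% Tween-20, 0.05% BSA. qHTS titration; luminescence read by CCD imager.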
GPT2 inhibitor = Primary qHTS assay for inhibitors of Glutamate pyruvate transaminase 2 (GPT2); Alanine aminotransferase 2 (Homo sapiens), Q8TD30; Recombinant GPT2, coupled pyruvate oxidase/HRP Amplex Red fluorescence; actives 0.25% (n = 100,000); Potency, µM (top dose mostly 57.7 µM), for the others: at the highest dose activity change, negative = inhibition, hits mostly inhibitors; note: potency is the fitted concentration of half-maximal effect; nearly all actives have a fitted effect of over 60% in size; many of its hits are not listed in these tables
Target sequence (Q8TD30 whole entry, looked up): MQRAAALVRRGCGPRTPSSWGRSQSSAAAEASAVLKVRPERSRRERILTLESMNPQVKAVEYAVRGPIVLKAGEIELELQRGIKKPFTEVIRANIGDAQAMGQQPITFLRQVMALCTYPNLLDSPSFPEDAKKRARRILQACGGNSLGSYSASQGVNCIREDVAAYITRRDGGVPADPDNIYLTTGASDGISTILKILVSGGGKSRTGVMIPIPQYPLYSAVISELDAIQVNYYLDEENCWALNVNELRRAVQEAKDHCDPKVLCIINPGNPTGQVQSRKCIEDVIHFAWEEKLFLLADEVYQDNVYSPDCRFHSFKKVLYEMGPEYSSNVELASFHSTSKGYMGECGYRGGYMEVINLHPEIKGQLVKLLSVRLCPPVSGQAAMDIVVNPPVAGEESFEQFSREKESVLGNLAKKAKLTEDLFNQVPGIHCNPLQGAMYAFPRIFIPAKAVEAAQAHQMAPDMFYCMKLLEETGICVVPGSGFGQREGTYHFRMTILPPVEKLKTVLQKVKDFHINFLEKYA
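Inhibition is scored from Amplex Red fluorescence generated when pyruvate oxidase and HRP act on pyruvate released by GPT2. Reactions contain 10ng/uL enzyme, 250uM a-KG and 2mM L-alanine and run 30 min at room temperature.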
NIH3T3 tox = Cytotoxic Profiling in NIH 3T3 Cell Line of Diverse Libraries Using Quantitative High-Throughput Screening. Potency, µM (top dose mostly 96.7 µM), for inactives: at the highest dose activity change, negative = cytotoxicity, actives largely listed as inhibitors. AID 1345082, 2018. NIH 3T3 viability, CellTiter-Glo ATP luminescence, 48-72 h. actives 4.3% (n = 94,000); note: potency is the fitted concentration of half-maximal effect; nearly all actives have a fitted effect of over 55% in size
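NIH 3T3 cells at 400 cells/well received 23 nL of compound by pintool and were incubated 48 or 72 h at 37 °C. Viability was read as ATP-coupled CellTiter-Glo luminescence.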
HEK cytotox = Cytotoxic Profiling in HEK 293 Cell Line of Diverse Libraries Using Quantitative High-Throughput Screening; HEK 293 viability, ATP luminescence (CellTiter-Glo), 48-72 h; Potency, µM (highest dose often 115 µM), without a hit: at the top dose activity change, negative = cytotoxicity, hits mostly inhibitors; actives 6.6% (n = 94,000); note: potency is the fitted concentration of half-maximal effect; nearly all actives have a fitted effect of over 60% in size
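Pintool-delivered compounds were incubated with HEK 293 cells (250 cells/well) at 37 degree Celsius for 48 or 72 hr. ATP-dependent luminescence (CellTiter-Glo) then reported remaining viable cells.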
SNCA expr inh = Primary qHTS assay for inhibitors of alpha-synuclein gene (SNCA) expression; actives 0.17% (n = 140,000); AID 1671194, 2021; HEK-293 SNCA-luciferase knock-in, luminescence, 24 h; Potency, µM (top dose mostly 57.2 µM), inactives show at the top dose activity change, negative = inhibition, hits mostly inhibitors;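 note: potency is the fitted concentration of half-maximal effect; plate controls were DMSO cells for no effect and cell-free wells for full effect; nearly all actives have a fitted effect of over 45% in size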
HEK293 viab = GF-AFC viability counterscreen for inhibitors of alpha-synuclein gene (SNCA) expression; Potency, µM (highest dose often 57.1 µM), without a hit: top-dose activity change, negative = cytotoxicity, actives largely listed as cytotoxic; actives 0.12% (n = 150,000); HEK-293-SNCA-luc viability, GF-AFC fluorescence, 24 h;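 note: potency is the fitted concentration of half-maximal effect; 0% = DMSO-treated cells and -100% = medium-only wells without cells; nearly all actives have a fitted effect of over 30% in size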
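HEK-293-SNCA-luc cells (1500/well) plated 24 h, then exposed 24 h to a dilution series; GF-AFC added 30 min at 37C, fluorescence 405/540 nm; normalised to medium-only and DMSO wells, Hill fit.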
IP6K1 inhibitor = Primary qHTS assay for small molecule inhibitors of Inositol hexaphosphate kinase 1 (IP6K1); Inositol hexakisphosphate kinase 1 (Homo sapiens), Q92551; IP6K1 kinase, ADP-Glo luminescence, 2 h; active compounds read low; activity change, % (series mostly up to about 58 µM); actives 0.81% (n = 140,000); AID 1645851, 2021; in the data active = activity change below about -25%
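ADP-Glo luminescence measures ADP made by human IP6K1 during a 2 h RT reaction with ATP/IP6 (mix at 1.3 mM/130 uM); top library doses 57.5 and 19.1 uM final.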
* marks the source's active call; other numbers are inactive results; i = inactive; u = inconclusive; x = not tested or not shown; [ ] = remark or other dose. Unless noted, calls come from the whole dose curve; as a rule, active = well fitted curve in the direction sought with a large enough effect; inconclusive = small, poorly fitted or top-dose-only effect, or another doubt; inactive = no such curve, though single readings can be large; an effect the other way counts as inactive or inconclusive. Unless noted, % is set by controls: 0 for no effect and ±100 for the full control effect. Only part of the results is shown. The share of hits here may be higher or lower than overall.

entry	Compound	FLuc inh	GPT2 inhibitor	NIH3T3 tox	HEK cytotox	SNCA expr inh	HEK293 viab	IP6K1 inhibitor
1	COc1ccccc1/C=C/CN1CC[C@@H](c2ccc3c(c2)OCO3)[C@H](O)C1	7.2%	i	-29.6%	u	-1.6%	3.9%	12.5
2	Cc1cccc(CC(=O)NC2CC(=O)N(c3ccc4c(c3)OCCO4)C2)c1 (stereo not drawn)	x	x	x	x	-7.3%	-5.1%	25.3
3	O=C(NCC(c1cccnc1)N1CCc2ccccc21)c1ccc(Cl)cc1 (stereo not drawn)	x	x	x	x	-17.8%	-10.3%	15.5
4	O=C(NC1CCN(c2cc(-c3ccc(F)cc3)[nH]n2)CC1)c1cccc2[nH]ccc12	0.6%	3.4%	39.8µM*	39.8µM*	-5.6%	-17.0%	7.1
5	Cc1nc2c(-c3ccccc3)c(C)nn2c(C)c1CCC(=O)N1CCN(c2ccccc2)CC1	x	x	x	x	-20.1%	9.0%	3.2
6	CCCN(CCC)C(=O)c1cc2c(=O)n3cccc(C)c3nc2s1	x	x	x	x	50.2%[activator]	u	-10.8
7	COc1ccc(OC)c(CNC(=O)c2c(OC)cc(=O)n3c2CCCC3)c1	0.0%	i	-23.7%	-7.2%	11.9%	-4.3%	-14.7
8	CCc1ccc(NC(=O)Cn2c(=O)n(-c3ccccc3)c(=O)c3ccc(C(=O)NCc4ccc5c(c4)OCO5)cc32)cc1	x	x	x	x	-0.3%	12.4%	-7.7
9	COc1cc2c(cc1OC)C(COc1ccc3c(C)cc(=O)oc3c1)N(C(=O)c1ccc(C)cc1)CC2 (stereo not drawn)	x	x	x	x	5.9%	-0.9%	-11.5
10	Cc1cc2nc3n(c(=O)c2n1CC(=O)Nc1cccc(C(C)C)c1)CCCCC3	10.1%	i	-11.9%	u	-15.5%	-7.5%	-5.3
11	C[C@]1(CO)[C@H]2Cc3sc(NC(=O)c4cccc(F)c4)nc3[C@@H](CC(=O)N3CCOCC3)[C@]2(C)CC[C@H]1O	-4.9%	-25.4%	-2.4%	-26.9%	2.4%	-4.4%	3.6
12	CCc1[nH]c2c(CNC(=O)C(C)O)cc(C)cc2c1C (stereo not drawn)	-0.2%	-4.6%	-15.7%	-17.3%	10.2%	2.9%	-1.3
13	CNC(=O)CN(C)Cc1cc(Cl)ccc1OCC(O)CN1CCCCCC1 (stereo not drawn)	-3.9%	2.5%	u	u	7.7%	-22.4%	-11.6
14	COc1ccccc1-c1ccc(CN2CCCCC2C(=O)NCC(F)(F)F)cc1 (stereo not drawn)	x	x	u	u	x	x	26.4
15	CCOC(=O)C1CCN(C(=O)c2cc3ccc4cccnc4c3[nH]2)CC1	x	x	x	x	u	6.4%	-5.5
16	COc1ccc(-c2ccnc3nc(CC(C)C)nn23)cc1	0.0%	i	u	u	-3.5%	-6.3%	-4.1
17	COc1ccccc1NC(=O)CCN1CCCCC1	x	x	x	x	-2.8%	0.9%	13.4
18	CN1C(=O)C2(CCN(C(=O)CCC3CCCC3)CC2)c2ccccc21	46.7%	-11.3%	-19.2%	u	u	u	-1.0
19	COc1ccc(CCn2c3c(c(=O)[nH]c2=O)C(NC(=O)c2ccccc2)(C(F)(F)F)C(=O)N3)cc1OC (stereo not drawn)	x	x	x	x	-14.0%	-19.0%	-7.7
20	Cc1ccc(CNC(=O)COCc2cc(-c3cccs3)on2)cc1	x	x	x	x	50.3%[activator]	6.4%	-1.3
21	O=C(NC1CCCN(c2nc3ncccc3o2)C1)c1ccc(C(F)(F)F)cc1 (stereo not drawn)	-18.5%	-5.1%	-29.7%	u	12.8%	5.9%	6.8
22	CC(C)c1ccc(NC(=O)CCNS(=O)(=O)c2cccc3nsnc23)cc1	x	x	x	x	u	u	19.0
23	Cc1ccc(CN2C(=O)[C@@H]3C[C@@H](O)CN3C3(CN(C4CCCC4)C3)C2=O)o1	-7.9%[172 µM]	-1.0%[88.5 µM]	-19.5%[174 µM]	-8.0%[172 µM]	30.0%[87.6 µM]	2.5%[87.6 µM]	3.1
24	COCCN(CCOC)C(=O)C(C)[C@@H]1CC[C@@]2(C)CC[C@H](NC(C)=O)[C@@H](C)[C@@H]2[C@H]1O (stereo partly drawn)	3.8%[172 µM]	i	i	i	17.8%[87.6 µM]	4.8%[87.6 µM]	-13.5
25	Cc1ccccc1OCC(=O)Nc1nnc(S(=O)(=O)N(C)c2ccccc2)s1	x	x	x	x	-6.7%	10.0%	-15.4
26	O=C(Cn1nc2n(c1=O)CCCCC2)N1CCc2ccccc21	0.8%	i	-1.1%	12.5%	-13.4%	2.2%	2.5
27	COCc1ccc2c(c1)c(OC(C)(C)C(=O)NC1CCOCC1)nn2CCC(C)C	-4.9%[172 µM]	u	u	u	-24.1%[87.6 µM]	-12.4%[87.6 µM]	-2.1
28	COC(=O)c1cc(C)nc2c1c(=O)nc(SCc1cccc(C)c1)n2C1CC1	x	x	x	x	2.7%	-8.2%	16.2
29	Nc1nonc1C(=O)NCCNCc1cccc(Cl)c1Cl	x	x	x	x	10.0%	-4.9%	-4.4
30	O=C(Nc1cccc(F)c1)N1C[C@@H]2C[C@H](C1)c1ccc(-c3cccc(C(F)(F)F)c3)c(=O)n1C2	-3.0%	1.4%	-4.9%	u	30.3%[activator]	6.9%	9.7

2 of the compounds above, in transposed form:
#26 O=C(Cn1nc2n(c1=O)CCCCC2)N1CCc2ccccc21
#27 COCc1ccc2c(c1)c(OC(C)(C)C(=O)NC1CCOCC1)nn2CCC(C)C

assay / entry,26,27
FLuc inh,0.8%,-4.9%[172 µM]
GPT2 inhibitor,i,u
NIH3T3 tox,-1.1%,u
HEK cytotox,12.5%,u
SNCA expr inh,-13.4%,-24.1%[87.6 µM]
HEK293 viab,2.2%,-12.4%[87.6 µM]
IP6K1 inhibitor,2.5,-2.1

(list continues)
entry	Compound	FLuc inh	GPT2 inhibitor	NIH3T3 tox	HEK cytotox	SNCA expr inh	HEK293 viab	IP6K1 inhibitor
31	CCN1CCN(c2cc(C)c3cc(NC(=O)c4ccc(OC)c(OC)c4)ccc3n2)CC1	x	x	x	x	1.7%	-0.9%	18.3
32	Cn1cc2c3c(cccc31)CN(C(=O)COc1ccc(F)cc1)CC2	-4.8%	4.4%	-14.7%	u	7.4%	-5.1%	-0.5
33	COc1ccc(NC(=O)N[C@@H]2C=C[C@@H](c3c(C)nn(-c4ccc(C(C)(C)C)cc4)c3C)C2)cc1	u	i	u	31.6µM*	18.7%	-18.4%	-8.0
34	Cc1ccccc1C(=O)N1CCCC1C(=O)N1CCC(c2ccccc2)CC1 (stereo not drawn)	x	i	-23.2%	-19.7%	-9.1%	-2.3%	-2.2
35	COCCCNC(=O)[C@H]1CCC[C@H]1NC(=O)c1ccc(OC)nc1	-1.5%	i	-14.4%	-8.6%	4.8%	-6.9%	27.7
36	CCn1ccc(C(=O)N2CCC3(CC2)CC(c2nc(C)no2)N(C)C3)n1 (stereo not drawn)	-13.9%	i	-9.8%	-9.9%	19.6%	-21.0%	-7.2
37	CCOC(=O)c1sc(NC(=O)c2cc3nc(-c4ccccc4)cc(C(F)(F)F)n3n2)c(C(=O)OCC)c1C	x	x	x	x	u	11.6%	1.3
38	COC[C@@H]1CN(C(=O)COc2ccccc2)C[C@H]1c1ccccn1	0.8%	0.5%	-13.3%	-20.3%	u	4.5%	3.4
39	Cc1cccc(-c2noc(-c3cc(-c4ccc(F)cc4)n[nH]3)n2)c1	x	x	x	x	-0.3%	-0.5%	6.8
40	O=C1CC(c2ccccc2)N(C(=O)C2CC2)CCCN(C(=O)COc2ccccc2)CCN1 (stereo not drawn)	2.0%	i	-13.6%	i	-11.4%	1.2%	0.0
41	O=C(NCc1ccc(Cl)cc1)C1CN(C2CCCCC2)C(=O)N1 (stereo not drawn)	x	2.0%	-21.2%	-7.7%	-2.0%	-2.9%[12.5 µM]	-4.3
42	CCOc1ccc(CN2CCc3nc(N4CCN(c5ncccn5)CC4)ncc3C2)cc1OC	x	x	x	x	u	4.4%	3.9
43	O=C(Cc1ccc(N(Cc2ccc(F)cc2)C(=O)c2ccco2)cc1)NCc1ccc(F)cc1	-22.4%	-32.2%	39.8µM*	25.1µM*	-5.4%	-3.1%	6.8
44	Cc1ccccc1C(=O)N1CCC(C(=O)N2CCC(c3ccccc3)CC2)CC1	x	-7.7%	u	u	26.6%	-3.0%	23.5
45	CCc1ccc(-n2nc(C)c3c(C(=O)N4CCN(c5cccc(Cl)c5)CC4)cc(C)nc32)cc1	x	x	x	x	-3.0%	-5.6%	7.3
46	COc1cc(OC)cc(-c2onc(C)c2C(=O)NC(C)CCc2ccccc2)c1 (stereo not drawn)	2.8%	u	-26.8%	u	2.2%	8.6%	0.5
47	COC(=O)[C@]1(C)N[C@H](c2cc(F)c(OC)c(Cl)c2)[C@@H]2C(=O)N(C)C(=O)[C@@H]21	10.6%	2.9%	i	-1.3%	-12.6%	-1.1%	-2.7
48	CS(=O)(=O)c1ccc(OCC2(CNC(=O)C3CCC3)C[C@@H](O)[C@@H](O)C2)cc1 (stereo partly drawn)	-2.3%[172 µM]	i	-11.2%[138 µM]	-0.1%[172 µM]	6.5%[87.6 µM]	4.7%[87.6 µM]	-4.4
49	CO[C@@H]1COCC[C@H]1NC(=O)c1cn(CCN2CCNCC2)nn1	-0.3%	i	-14.1%	-1.1%	6.9%	4.0%	-4.4
50	CN1CC(=O)N(C2CCNCC2)Cc2c1ncnc2N(C)Cc1ccc(F)cc1	x	1.3%	i	-12.2%	3.0%	4.3%	-14.6
51	CC(C)NC(=O)CC[C@@H]1CNC(=O)[C@@H]2C[C@H](NCc3ccc(CO)o3)CN12	-2.8%[172 µM]	0.1%[88.5 µM]	-5.5%[174 µM]	1.8%[172 µM]	-12.9%[87.6 µM]	1.5%[87.6 µM]	3.5
52	CNC1CCN(C(=O)c2cnc(C34CC5CC(CC(C5)C3)C4)[nH]c2=O)CC1	-10.8%	-1.3%	-6.1%	-22.6%	14.8%	11.5%	-8.6
53	N#Cc1ccc(S(=O)(=O)N2CCCN(S(=O)(=O)c3ccccc3)CCC(=O)NCC2)cc1	-2.6%	i	-16.4%	-6.4%	9.0%	0.2%	14.5
54	Cn1c(=O)n([C@H]2CCCN(C(=O)C3CC=CC3)C2)c2ncccc21	-0.4%	i	-9.1%	-11.2%	-17.5%	-2.0%	7.0
55	COc1cccc(CNC(=O)C(NS(=O)(=O)c2ccc3c(c2)CCN3C(C)=O)C(C)C)c1 (stereo not drawn)	x	x	x	x	-16.0%	-3.4%	8.6
